# Source: PubChem BioAssay
# CSN inh: inhibitors of CSN-mediated cullin deneddylation, primary screen, biochemical, fluorescence polarization, uHTS; COP9 signalosome complex subunit 5 (Homo sapiens), Q92905; Purified CSN, SCF-Nedd8-OG deneddylation; inhibition, % at 12.5 µM; 360,000 compounds, 0.38% hits; AID 651999, 2013;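 active = pattern-corrected inhibition above about 35%, with an unprinted fluorescence ratio check between 0.5 and 1.5, limit read from the data, passing the limit was not always enough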;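 note: 0% = enzyme with substrate and 100% = substrate without enzyme; some results filed as inactive read as strong as hits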
# Target sequence (Q92905 whole entry, looked up, one chain of several): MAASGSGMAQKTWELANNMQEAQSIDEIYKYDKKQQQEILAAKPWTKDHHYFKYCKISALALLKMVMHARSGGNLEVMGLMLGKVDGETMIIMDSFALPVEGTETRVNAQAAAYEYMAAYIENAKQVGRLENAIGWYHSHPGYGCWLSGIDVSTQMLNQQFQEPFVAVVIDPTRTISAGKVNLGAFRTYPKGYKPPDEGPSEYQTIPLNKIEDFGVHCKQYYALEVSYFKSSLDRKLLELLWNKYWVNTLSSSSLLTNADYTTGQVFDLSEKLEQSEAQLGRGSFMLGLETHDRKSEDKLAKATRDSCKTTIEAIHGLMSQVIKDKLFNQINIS
#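 Assay system: purified human Csn5 enzyme expressed in HEK293T cells; Input: 0.24 nM Csn5 enzyme, final concentration; Reagent: 10 nM SCFSkp2-Nedd8OG; Compound dosing: 12.5 µM single point; Times: reaction 90 min, room temperature; Technique: fluorescence polarization readout.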
# PABP1 MLLE inh: inhibitors of PABP1 MLLE–PAM2 peptide binding, primary screen, biochemical, fluorescence polarization, FITC-PAM2, GST-MLLE; AID 588489, 2011; 360,000 compounds, 0.36% hits; Polyadenylate-binding protein 1 (Homo sapiens), P11940; inhibition, % at 20 µM; in the data active = inhibition above about 35%, passing the limit was not always enough;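 note: plate controls were DMSO wells with GST-MLLE for no effect and wells lacking GST-MLLE protein for full effect; some results filed as inactive read as strong as hits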
# Scp1 inh: Scp-1 phosphatase inhibitors, primary screen, biochemical, colorimetric, uHTS | Recombinant Scp1, phosphopeptide, malachite green phosphate absorbance | inhibition, % at 20 µM | Carboxy-terminal domain RNA polymerase II polypeptide A small phosphatase 1 (Homo … | 340,000 compounds, 0.88% hits | AID 493091, 2011;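 active = inhibition above about 50% at 20 µM, limit read from the data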;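 note: plate controls were DMSO wells with enzyme for no effect and wells lacking enzyme for full effect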
#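 Test system: SCP-1 catalytic domain; Buffer or medium: Acidic Tris acetate buffer with magnesium and detergent; Also added: Phosphorylated 17-residue peptide substrate; Compound: single 20 µM dose, 1% DMSO; Schedule: enzyme reaction 45 min at room temperature, colour 5 min, stabilisation 30 min; Signal: Phosphate-binding colour reagent, absorbance read at 630 nm.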
# STEP inh: STEP phosphatase inhibitors, primary screen, biochemical, fluorescence intensity, uHTS; recombinant STEP, OMFP fluorogenic substrate; inhibition, % at 20 µM; 360,000 compounds, 0.25% hits; AID 588621, 2011;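 active = inhibition at 20 µM, scaled per plate between control wells, above about 37%, limit read from the data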;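 note: 0% = DMSO with enzyme and substrate and 100% = substrate only without enzyme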
#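 medium = Bis-Tris buffer pH 6.0, 2.5 mM DTT, 0.005% Tween 20 | test system = STEP (striatal-enriched tyrosine phosphatase) enzyme, cell-free | measure = normalized % inhibition | compound dosing = 20 µM, 1% DMSO | also added = 25 µM OMFP | schedule = reaction 20 min, ambient temperature | measured by = fluorescence read at 480 nm ex / 540 nm em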
# Rpn11 inh: Rpn11 (PSMD14) deubiquitinase inhibitors, primary screen, biochemical, fluorescence polarization, uHTS; human 26S proteasome, Ub4-pepOG fluorescence polarization; 20S core pre-blocked with epoxomicin; calls only at 20 µM; 360,000 compounds, 0.59% hits; AID 588493, 2011;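 active = inhibition at 20 µM, scaled to each plate's controls, above about 33%, limit read from the data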
# Target sequence (O00487 whole entry, looked up): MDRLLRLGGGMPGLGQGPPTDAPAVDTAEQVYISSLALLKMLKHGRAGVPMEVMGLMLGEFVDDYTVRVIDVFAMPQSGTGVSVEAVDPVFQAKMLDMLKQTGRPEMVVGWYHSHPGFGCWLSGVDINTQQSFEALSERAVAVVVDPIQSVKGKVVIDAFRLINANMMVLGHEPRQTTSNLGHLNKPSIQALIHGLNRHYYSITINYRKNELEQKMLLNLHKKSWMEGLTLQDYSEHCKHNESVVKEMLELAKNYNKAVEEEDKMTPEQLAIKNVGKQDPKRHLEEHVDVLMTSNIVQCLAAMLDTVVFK
# LMPTP inh: LMPTP phosphatase inhibitors, primary screen, biochemical, fluorescence intensity, uHTS; recombinant LMPTP-A, OMFP fluorogenic substrate; inhibition, % at 20 µM; 360,000 compounds, 0.22% hits; AID 651560, 2012;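 active = compounds that cut the enzyme signal by at least half of the control window in the single-dose screen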;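 note: plate controls were DMSO wells with enzyme plus substrate for no effect and substrate without enzyme for full effect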
# Target sequence (P24666 whole entry, looked up): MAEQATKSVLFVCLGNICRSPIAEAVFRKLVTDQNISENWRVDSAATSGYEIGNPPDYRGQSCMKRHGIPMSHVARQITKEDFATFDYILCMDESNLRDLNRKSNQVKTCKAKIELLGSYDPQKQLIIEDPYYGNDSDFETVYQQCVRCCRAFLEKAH
#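 Assay system: LMPTP-A phosphatase enzyme | Input: 0.625 nM enzyme | Also added: Fluorogenic phosphatase substrate OMFP at 400 µM final | Compound dosing: One test concentration per compound, 20 µM, with 3% DMSO overall | Schedule: 50 min enzyme reaction at room temperature, protected from light | Signal: Fluorescence intensity | Benchmarks: no-enzyme and uninhibited controls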
# SUMO1-SIM PPI: modulators of SUMO1 protein-protein interactions, primary screen, biochemical, uHTS; AID 602429, 2012; SUMO1 binding to a labelled peptide, TR-FRET, 1 h; Small ubiquitin-related modifier 1 (Homo sapiens), P63165; inhibition, % at 20 µM; 360,000 compounds, 0.33% hits; in the data active = inhibition above about 37%
# Target sequence (P63165 whole entry, looked up): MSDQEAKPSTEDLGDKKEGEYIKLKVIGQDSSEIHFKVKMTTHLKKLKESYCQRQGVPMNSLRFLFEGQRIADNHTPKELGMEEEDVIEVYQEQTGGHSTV
# TbMetRS inhib: T. brucei MetRS inhibitors, primary screen, biochemical, luminescence; methionyl-tRNA synthetase (Trypanosoma brucei brucei); purified T. brucei MetRS, ATP depletion, Kinase-Glo luminescence; inhibition, % at 11.9 µM; 360,000 compounds, 0.4% hits; AID 624268, 2012;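 active = inhibition above a per-plate cutoff of the control wells' mean inhibition plus 3 SD, cut at about 5.5% in these data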;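 note: 0% = DMSO wells median and 100% = median of wells with control inhibitor compound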
#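 Measured by: Kinase-Glo luciferase luminescence reporting remaining unconsumed ATP. Material: purified T. brucei MetRS enzyme. Doses: 11.9 µM compound single dose, 0.9% DMSO. Medium: HEPES buffer containing pyrophosphatase, BSA, spermine, DTT. Times: 15 min preincubation, 2 h reaction, all 25 °C. Reagent: methionine, ATP and bulk E. coli tRNA.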
# DNMT1 block: human DNMT1 methyltransferase inhibitors, primary screen, biochemical, molecular beacon, fluorescence, HinP1I cleavage, uHTS | inhibition (reported as % activation of signal), % at 10 µM | AID 588458, 2011 | 360,000 compounds, 0.83% hits | DNA (cytosine-5)-methyltransferase 1 (Homo sapiens), P26358; in the data active = inhibition above about 50%
# NadD block: inhibitors of S. aureus NadD, primary screen, biochemical, colorimetric, uHTS; purified NadD enzyme, colorimetric absorbance read-out; inhibition, % at 20 µM; 360,000 compounds, 0.78% hits; AID 602399, 2012; in the data active = inhibition above about 26%; note: some compounds past the cut are filed as inactive
# * = called active by the depositor; i = inactive; x = no result given; + = active, no number.
SMILES,CSN inh,PABP1 MLLE inh,Scp1 inh,STEP inh,Rpn11 inh,LMPTP inh,SUMO1-SIM PPI,TbMetRS inhib,DNMT1 block,NadD block
O=C1Nc2ccccc2OC1CC(=O)N1CCCC1 (stereo not drawn),-2,3,-15,-2,i,-1.5,1,-0.3,2,-2
COc1cccc2sc3cc(NCCCN4CCOCC4)ccc3c(=O)c12,-2,5,-11,-1,i,1.3,0,-0.2,-6,-1
COc1ccc(CN2CC(C(N)=O)Oc3ccccc32)cc1F (stereo not drawn),1,0,-5,0,i,0.4,-3,-0.2,-1,6
Cc1ccccc1C(=O)NC(CC(C)C)C(=O)OCC(=O)c1c(N)n(C)c(=O)n(C)c1=O (stereo not drawn),3,-1,2,-1,i,-0.5,3,0.0,0,4
CCN(CC)CCNCC(=O)N1c2ccccc2CCc2ccc(NC(=O)OC)cc21,-3,12,-3,3,i,-0.8,-2,-0.1,7,-5
COc1ccc(NC(=S)N2CCC(c3ccccc3)C2)cc1 (stereo not drawn),-2,-128,0,2,i,0.0,5,1.6,-1,3
CCOC(=O)N1CCN(C(=S)Nc2ccccc2C(C)C)CC1,3,6,-9,8,i,0.5,-1,-0.9,0,-2
CCOC(=O)N1CCC(N2CCN(Cc3ccc(F)c(F)c3)C(CCO)C2)CC1 (stereo not drawn),-3,-10,-7,2,i,-0.8,-7,-0.5,5,-1
CCCC(=O)c1cc2ccccc2oc1=O,1,0,-5,-2,i,-0.8,-19,-0.1,1,-1
CC1CCC(C(=O)NC(C(=O)Nc2ccccn2)C(C)C)CC1 (stereo not drawn),4,4,-5,-1,i,-1.0,3,-0.6,1,-3
COC(=O)CSc1nnc(-c2ccoc2C)n1-c1ccc(OC)cc1,-1,-1,-2,-2,i,-1.0,-6,-0.5,-1,3
Cc1ccccc1N1CCN(CCN2C(=O)CC(=C3c4ccccc4-c4ccccc43)C2=O)CC1,-1,5,-2,-1,i,1.2,-7,-0.9,5,31*
COc1ccccc1C(=O)N/C(N)=N/c1nc2ccccc2o1,14,-47,-9,0,+,2.9,3,-0.8,-1,-1
CN1CCN(C(=O)c2cc(-c3ccco3)on2)CC1,2,13,-1,-1,i,-2.4,2,-0.3,4,-2
O=C(CO/N=C/c1ccc(OC(F)F)cc1)NCc1ccc(F)cc1,-3,-8,1,-2,i,1.7,-1,0.1,0,-5
CCN(C(=O)CSc1nc2ccc(Cl)cc2[nH]1)C1CCS(=O)(=O)C1 (stereo not drawn),0,-5,0,-2,i,0.0,3,5.7*,-10,2
CCOc1ccccc1C(=O)NCC(=O)NCCCc1ccccc1,4,-7,-3,-1,i,2.3,-1,0.7,-1,-3
[O-]/C(=C(\C(=S)NCc1ccc2c(c1)OCO2)[n+]1ccccc1)c1ccc(Cl)s1,4,-16,-7,23,i,1.4,-6,2.5,-17,3
CCOP(=O)(OCC)C(Nc1cccc([N+](=O)[O-])c1)c1ccccc1 (stereo not drawn),1,-9,-4,0,i,-0.5,-10,-2.4,4,-8
O=C(Nc1nc2c(F)cc(F)cc2s1)c1ccccn1,2,-7,-4,-5,i,-0.1,11,-1.4,-7,11
CCOc1ccccc1-c1nnc(SCC(=O)NC2(C#N)CCCC2)o1,0,-6,-4,-2,i,-0.7,4,0.1,5,3
Cc1cc(N2CCN(C(C(=O)NC3CCCC3)C(C)(C)C)CC2)c2ccccc2n1 (stereo not drawn),6,x,x,x,x,32,-2,-0.9,x,x
CC(=O)N1CCN(c2ccccc2NC(=O)c2ccc(-c3cccc([N+](=O)[O-])c3)o2)CC1,2,10,-8,4,i,3.3,6,-0.4,1,5
Cc1ccc(CN2CC(N3CCCC3)CS2(=O)=O)cc1 (stereo not drawn),-2,6,x,-1,i,-1.3,1,-1.1,7,-8
O=C(COC(=O)c1cccc(O)c1)Nc1ccc(OC(F)F)cc1,-3,-16,2,-3,i,-0.6,-1,-1.0,13,-3

# (more compounds)
SMILES,CSN inh,PABP1 MLLE inh,Scp1 inh,STEP inh,Rpn11 inh,LMPTP inh,SUMO1-SIM PPI,TbMetRS inhib,DNMT1 block,NadD block
CCc1ccc(NC(=O)c2ccc3c(=O)n4c(nc3c2)CCCCC4)cc1,0,6,-1,7,i,1.0,2,0.1,-2,-1
Cn1ncc(N)c1C(=O)Nc1cccc(C(F)(F)F)c1,0,7,-5,4,i,-0.5,-4,-0.3,-8,1
CCCCCCN1C[C@H](n2cc(C3CC3)nn2)[C@@H](O)C[C@@H]1c1ccc(Cl)cc1,-1,1,x,0,i,-1.4,0,-0.3,10,-2
C[C@@H](C(=O)Nc1ccc2ccccc2c1)[C@H]1C[C@]1(C)[C@H](NC(=O)c1cnccn1)c1ccccc1,-3,-14,-12,0,i,1.8,5,-0.2,-10,1
CCn1c2ccccc2c2nc3ccccc3nc21,-3,13,-4,16,i,2.2,-33,-0.5,0,2
Cc1ccccc1NC(=O)CCC(=O)OCC(=O)c1ccc(-c2ccccc2)cc1,2,16,10,1,i,-0.8,0,-1.2,-2,7
CC1(C)CC(=O)C([N+](=O)[O-])=C(NCCCO)C1,-5,21,7,3,i,-0.4,1,-0.1,2,0
Cc1ccc(NC(=O)CSc2nnc(-c3cc(C)[nH]n3)n2N)cc1,3,-6,-11,-2,i,-1.1,-5,0.1,1,11
CC(=O)c1ccc(S(=O)(=O)N2CCN(c3ccnc4cc(Cl)ccc34)CC2)cc1,-8,-16,x,4,i,13,-36,-0.4,-7,9
Cc1ccc(C)c(N=C2NC(=O)CS2)c1,2,-9,1,-6,i,-0.8,0,-0.2,4,-3
Cc1ccc(NC(=O)COC(=O)Cc2ccsc2)cc1S(=O)(=O)N(C)C,4,7,-4,3,i,-0.4,2,0.6,-1,-6
Cc1ccc(S(=O)(=O)NCC(=O)N(CC(=O)NCC2CCCO2)c2cccc(F)c2)cc1 (stereo not drawn),2,0,-9,0,i,0.6,6,-0.6,2,-13
CN1CCN(c2ccccc2NC(=O)c2ccc([N+](=O)[O-])o2)CC1,3,12,6,-4,i,0.2,-33,-0.6,-2,-1
COc1ccc(C(=O)C2CCCN(S(=O)(=O)c3cccnc3)C2)c(C)c1 (stereo not drawn),5,14,-6,-5,i,-1.2,3,-0.5,0,-2
Cc1onc(-c2ccccc2)c1C(=O)Oc1cccnc1,-4,1,0,1,i,0.5,-4,-0.4,0,2
CC(=O)c1ccc(Cc2ccc(C(C)=O)cc2)cc1,5,2,-5,0,i,-1.9,-3,-0.5,1,5
CCC(OC(=O)CN1C(=O)C(=O)c2ccccc21)C(=O)Nc1ccccc1OC (stereo not drawn),3,2,-3,0,i,-1.1,-17,-1.1,-3,-8
Cc1ccc(SCC(=O)NC2CC3CCC(C2)N3C)cc1 (stereo not drawn),0,16,-17,2,i,-3.9,-6,-0.9,-1,-3
O=C(COc1ccccc1O)NC1CCCC1,-6,-6,-1,0,i,-0.3,-1,-0.1,2,-2
O=C(CSc1nnnn1-c1ccc(F)cc1)Nc1nc2ccccc2s1,6,-11,-6,0,i,1.4,-1,0.1,25,1
CCn1c(C)nnc1SCC(=O)Nc1ccc(N2CCOCC2)cc1,-2,-2,-8,0,i,-0.5,-1,0.1,-1,2
O=C(NCCc1ccccc1C(F)(F)F)C1CCC(=O)N(C2CC2)C1 (stereo not drawn),-1,-2,-3,1,i,-1.1,3,0.5,-1,-1
c1cc2c3c(cccc3c1)NN=N2,0,4,0,0,i,4.4,-13,0.1,-20,4
CCc1ccc(C(=O)CN2C(=O)C(C)N(c3ccc(C)cc3)C2=O)cc1 (stereo not drawn),7,6,-7,2,i,0.1,-2,-0.4,1,-3

# Molecules above that contain an aryl thioether with sulfur outside any ring:
SMILES,CSN inh,PABP1 MLLE inh,Scp1 inh,STEP inh,Rpn11 inh,LMPTP inh,SUMO1-SIM PPI,TbMetRS inhib,DNMT1 block,NadD block
COC(=O)CSc1nnc(-c2ccoc2C)n1-c1ccc(OC)cc1,-1,-1,-2,-2,i,-1.0,-6,-0.5,-1,3
CCN(C(=O)CSc1nc2ccc(Cl)cc2[nH]1)C1CCS(=O)(=O)C1 (stereo not drawn),0,-5,0,-2,i,0.0,3,5.7*,-10,2
CCOc1ccccc1-c1nnc(SCC(=O)NC2(C#N)CCCC2)o1,0,-6,-4,-2,i,-0.7,4,0.1,5,3
Cc1ccc(NC(=O)CSc2nnc(-c3cc(C)[nH]n3)n2N)cc1,3,-6,-11,-2,i,-1.1,-5,0.1,1,11
Cc1ccc(SCC(=O)NC2CC3CCC(C2)N3C)cc1 (stereo not drawn),0,16,-17,2,i,-3.9,-6,-0.9,-1,-3
O=C(CSc1nnnn1-c1ccc(F)cc1)Nc1nc2ccccc2s1,6,-11,-6,0,i,1.4,-1,0.1,25,1
CCn1c(C)nnc1SCC(=O)Nc1ccc(N2CCOCC2)cc1,-2,-2,-8,0,i,-0.5,-1,0.1,-1,2
